# FXIIa single – human FXIIa protease inhibitors, primary screen, biochemical, single well. Coagulation factor XII (Homo sapiens), P00748. purified human FXIIa, AMC substrate fluorescence, 2 h. inhibition, % at 10 µM. 0.2% of 33,000 active. AID 701, 2007; in the data active means inhibition above about 30%;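 further: 0% = enzyme with vehicle only and 100% = no enzyme blank; many of its hits are not listed in these tables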
# FXIa inh – human FXIa protease inhibitors, primary screen, biochemical, single compound per well; inhibition, % at 10 µM; Coagulation factor XI (Homo sapiens), P03951; purified human FXIa, fluorogenic AMC substrate cleavage; 0.3% of 33,000 active;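 active means inhibition above 40% in the primary screen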;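 further: 0% = enzyme without compound and 100% = blank wells lacking enzyme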
# Target sequence (P03951 19-387 limits assumed): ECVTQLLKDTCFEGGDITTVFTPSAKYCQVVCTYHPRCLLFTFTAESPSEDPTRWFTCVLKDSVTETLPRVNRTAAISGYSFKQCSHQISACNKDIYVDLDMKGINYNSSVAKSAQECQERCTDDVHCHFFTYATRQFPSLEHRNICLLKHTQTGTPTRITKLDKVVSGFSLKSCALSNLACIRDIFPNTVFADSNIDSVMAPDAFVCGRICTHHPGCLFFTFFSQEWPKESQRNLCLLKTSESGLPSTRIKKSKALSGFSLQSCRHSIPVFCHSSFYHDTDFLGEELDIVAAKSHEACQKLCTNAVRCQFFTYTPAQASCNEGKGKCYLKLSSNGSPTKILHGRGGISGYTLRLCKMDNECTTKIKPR
# Target sequence (P03951 388-625 limits assumed): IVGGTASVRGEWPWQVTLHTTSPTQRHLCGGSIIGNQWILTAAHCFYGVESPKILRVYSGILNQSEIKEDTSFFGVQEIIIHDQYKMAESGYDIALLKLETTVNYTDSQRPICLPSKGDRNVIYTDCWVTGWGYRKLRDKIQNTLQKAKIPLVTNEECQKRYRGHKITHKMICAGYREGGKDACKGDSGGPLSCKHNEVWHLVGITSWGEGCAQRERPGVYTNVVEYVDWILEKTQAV
# * hit, by the source's call. This is a subset. The share of hits here may be higher or lower than overall.
mol | FXIIa single | FXIa inh
CC(=O)NC1N=C(C)N(c2ccccc2)C1=O (configuration not stated) | 4 | 4
CC1(C)N=C(SCC(=O)Nc2ccc(Cl)cc2)C(c2ccc(Cl)cc2)=N1 | 3 | 1
N#Cc1c(NC(=O)c2ccccc2)sc2c1CCC2 | -10 | 0
COc1cc2c(cc1OC)C(c1cc3cc4c(cc3[nH]c1=O)OCO4)N(C(=O)C(C)C)CC2 (configuration not stated) | 7 | 7
CC(C)C(c1nnnn1Cc1ccccc1)N1CCC(C(N)=O)CC1 (configuration not stated) | 7 | 3
Cc1ccc2c(CC(=O)OC(C)C(=O)NCc3ccc4c(c3)OCO4)coc2c1 (configuration not stated) | 0 | -2
O=C(C[n+]1ccc(C(=O)N/N=C/c2ccc(Cl)cc2Cl)cc1)c1ccccc1 | -11 | 22
CSc1nc2ccc(NS(=O)(=O)c3ccc4c(c3)OCCO4)cc2s1 | 5 | 0
N#CCSCC(=O)Nc1ccc(Cl)cc1 | 12 | 4
CCOc1ccc(NC(=O)CSc2nnc(-c3ccccn3)n2N)cc1 | 6 | -2
CCc1ccc(NC(=O)CSc2nc3cc(C(=O)OC)ccc3c(=O)n2CC2CCCO2)cc1 (configuration not stated) | 4 | 4
COC(=O)c1ccccc1NC(=O)NCc1ccco1 | 0 | -6
CC1(C)NC(=O)N(CCCCOc2ccc(Br)cc2Cl)C1=O | 15 | 1
Cc1ccc(NC(=O)C2CCN(S(=O)(=O)c3ccc(F)cc3)CC2)cc1 | 4 | 6
COc1ccc(NC(=O)C2CC(=O)OC23CCOC(C)(C)C3)cc1 (configuration not stated) | -10 | 22
O=S(=O)(c1ccccc1)N1CCN(C2CCCCCCC2)CC1 | 7 | 6
O=S(=O)(Nc1ncn[nH]1)c1ccc(Cl)cc1 | 8 | 2
O=C(Cc1ccc(NS(=O)(=O)c2ccc(F)cc2)cc1)NCc1ccccc1 | -1 | -6
COc1ccc(CNC(=O)CSc2nc3c(c(=O)n(C)c(=O)n3C)n2C)cc1 | -13 | -2
CC(C)CNS(=O)(=O)c1ccc(S(=O)(=O)NC2CCOC(C)(C)C2)cc1 (configuration not stated) | 12 | -3
COc1ccc(S(=O)(=O)NCCSC(C)(C)C)c(Cl)c1Cl | 3 | 0
CC(C)C(=O)Nc1ccc(NC(=O)c2cc3ccccc3o2)cc1 | 6 | 0
O=C(CC1COc2ccccc2O1)NC1CCCCC1 (configuration not stated) | 9 | 0
CC(C)Cc1cc(C(=O)NCc2cccnc2)no1 | 7 | 4
CN1CCN(C(=O)c2cc3ccccc3oc2=O)CC1 | -13 | 5
CCOC(=O)c1c(NC(=O)CC)sc(C(=O)N2CCCCC2)c1C | -13 | -11
CCn1c(CSc2nc3ccccc3s2)nnc1SCC(=O)OC(C)(C)C | 3 | 6
COc1cccc(NC(=O)C2CCN(S(C)(=O)=O)CC2)c1 | 2 | -5
CCn1c(COc2ccc(C(C)C)cc2)nnc1SCC(=O)Nc1nccs1 | -1 | -3
COc1ccc(CN(C(=O)CSc2nnc(-c3ccccc3C)o2)c2ccc(F)cc2)cc1 | 1 | 3
OCCN(Cc1ccccc1)CC1CC2C=CC1C2 (configuration not stated) | 3 | -3
Cc1ccc2c(C(=O)CN3CCOCC3)c(C)[nH]c2c1 | -10 | 31
COc1cc2c(cc1OC)CN(CC(=O)Nc1ccc3c(c1)OCO3)CC2 | 3 | -10
COc1ccc(Cc2nc(C(=O)Nc3ccc(OC)cc3)cs2)cc1 | 4 | 9
CCCCCn1c(SCC(=O)OCC)nc2cc(C(=O)N3CCC(C(N)=O)CC3)ccc2c1=O | 9 | 6
CCN(CC)S(=O)(=O)c1ccc2c(c1)nc(SC(C)C(N)=O)n2-c1ccc(OC)cc1 (configuration not stated) | 6 | 0
Oc1ccc(Cl)cc1CNc1ccc(Br)cn1 | 5 | 0
COc1ccc(C)cc1NC(=O)CN1C(=O)c2cccc3cccc1c23 | -7 | 1
COc1ccc(C(=O)NC(=O)COC(=O)C2COc3ccccc3O2)cc1 (configuration not stated) | 1 | 6
Cc1cccc(NC(=O)c2sc3nc4c(c(-c5cccs5)c3c2N)CN(C)CC4)c1 | 11 | 1
CC1CCCN(c2ccc(C(=O)NCC3CCCO3)cn2)C1 (configuration not stated) | -7 | 3
O=C(CSc1ccc2nnc(-c3ccc(F)cc3)n2n1)NCc1ccco1 | 8 | 22
CC(NS(=O)(=O)c1ccc(F)cc1)C(c1cccs1)N1CCN(C)CC1 (configuration not stated) | -4 | 2
C=CCc1ccccc1OCC(O)CN(CC)CC (configuration not stated) | 6 | 8
Cc1ccc(NC(=O)c2ccc(-c3nn(C)c(=O)c4ccccc34)cc2)c(C)c1 | 15 | 4
CC(C)(C)OC(=O)NCC12C=CC(O1)C1C(=O)N(Cc3ccccc3)C(=O)C12 (configuration not stated) | 4 | -6
COCCNS(=O)(=O)c1cc(-c2nn(C)c(=O)c3ccccc23)ccc1C | 2 | 3
c1ccc(-c2ccc3c(c2)c2c4n3CCN=C4CCC2)cc1 | 13 | 1
CCNC(=O)C1CCCN1S(=O)(=O)c1ccc(OC)cc1 (configuration not stated) | 2 | 2
CN(C1CCCCC1)S(=O)(=O)c1ccc2c(c1)c(=O)c(C(=O)N1CCc3ccccc3C1)cn2C | 14 | 1

# Further entries:
mol | FXIIa single | FXIa inh
CC(C)(C)NC(=O)Cn1c(SCC(=O)Nc2nccs2)nc2ccccc21 | 3 | -3
Cn1c(SCc2ccccc2)nnc1-c1cnccn1 | 2 | -3
COc1c(C)cccc1C(=O)NC(=S)Nc1ccc2c(c1)Cc1ccccc1-2 | 7 | 7
COc1ccc(Cc2ccc(OC)c(N)c2)cc1N | 11 | -6
O=C1CC(c2ccco2)CC(O)=C1C=Nc1ccc(Br)cc1 (configuration not stated) | 6 | -9
CC(=O)CSc1nc2ccccc2s1 | -1 | 0
COc1ccc(-c2nnn(CC(=O)NCc3ccccc3)n2)cc1OC | 9 | -2
CCn1c(C(=O)N2CCc3ccccc3C2)cc2oc3ccccc3c21 | 8 | -4
CCCn1c(NC(=O)c2ccc(Br)cc2)nc2ccccc21 | 4 | -9
COc1ccc2cc(-c3nc4ccccc4n3C)c(=O)oc2c1 | -26 | -6
NC(=O)CSc1nc(-c2ccccc2)c(-c2ccccc2)o1 | -4 | -8
COC(=O)C1=C(C)N(C(C)C)C(=O)C1(NC(=O)C1CCCCC1)C(F)(F)F (configuration not stated) | 7 | 2
CCn1cnc2c1c(=O)n(CC(=O)Nc1ccc3c(c1)OC(F)(F)O3)c(=O)n2Cc1ccccc1 | 5 | 5
O=C(C(c1ccccc1)c1ccccc1)N1CCC(c2nc(-c3ccccc3Cl)no2)CC1 | 6 | -3
CCC(=O)N1CCc2cc(S(=O)(=O)N3CCN(C(=O)c4ccco4)CC3)ccc21 | 3 | 0
O=C(NCc1ccccn1)C1CC(c2ccc(Cl)c(Cl)c2)=NO1 (configuration not stated) | -11 | 28
COc1cc2c3c(c1)-c1c(sn(-c4cc(OC)ccc4OC)c1=S)C(C)(C)N3C(=O)C2=O | 5 | 4
CCCc1nnc(NC(=O)CCC(=O)NCc2ccccc2OC)s1 | -14 | 20
CC(=O)c1cccc(NC(=O)N2CCCC2C(=O)Nc2cccc(C)c2C)c1 (configuration not stated) | 8 | 5
CCOC(=O)Cc1ccc(NC(=O)c2ccc(C(C)(C)C)cc2)cc1 | 9 | 3
O=C(Cc1cccs1)N(Cc1cccs1)C1(C(=O)NC2CCCC2)CCCCC1 | 0 | -6
CCCC(=O)Nc1ccc(S(=O)(=O)N2CCOCC2)cc1 | -15 | 1
O=C(O)c1cc(NS(=O)(=O)c2cccc3ccccc23)ccc1O | 3 | -1
COC(=O)Nc1ncc(CN2C(=O)c3ccccc3C2=O)s1 | 6 | -1
COc1ccc(N(C(=O)c2ccc(Cl)cc2)C2=CC3CCC(C2)N3C)cc1 (configuration not stated) | 4 | -4
Cc1c(C(=O)O)[nH]c2c1C(=O)CC(c1ccccc1)C2 (configuration not stated) | 5 | 5
Cc1ccc(-n2ncc(C(=O)NCc3ccc4c(c3)OCO4)c2NC(=O)c2ccco2)cc1C | -12 | 1
CCN(CC)C(=O)Nc1c(C)n(C)n(-c2ccccc2)c1=O | 5 | -3
O=c1cc(N2CCc3ccccc3C2)[nH]c(=O)n1-c1ccccc1Cl | 8 | 10
CC(=O)Nc1ccc2c(c1)ncn2C | 2 | 1
CC1CCN(C(=S)NC(=O)c2ccccc2)CC1 | 2 | -11
Cc1ccc2nc(NC(=O)c3ccc4ncsc4c3)sc2c1 | -2 | -6
CCc1c(C)nc(SCCOc2ccc(OC(C)C)cc2)[nH]c1=O | 5 | 2
CN(C)c1ccc(NC(=O)CSc2nc(N)c(C(=O)Nc3ccc(N(C)C)cc3)s2)cc1 | 6 | 1
Cc1ccccc1NC(=O)CSc1nnc(-c2ccccc2)n1-c1ccccc1 | 5 | -8
CC1CCN(c2nc3ccccc3nc2N2CCC(C)CC2)CC1 | -2 | -10
O=C(NCc1ccco1)c1ccccc1-c1ccccc1 | 16 | -1
Cc1ccc(CNC(=O)CCCC(=O)O)cc1 | 5 | 7
Cc1cccc(C)c1OCC(=O)Nc1cccc(NC(=O)c2ccco2)c1 | -16 | 32
O=C(O)C1C2C=CC(C2)C1C(=O)OCc1ccccc1 (configuration not stated) | 8 | 0
O=C(CCc1nc2cccnc2n1Cc1ccccc1)N1CCOCC1 | 1 | 5
CC1(C)CC(=O)c2cc(OCC(=O)N3CCOCC3)ccc2O1 | -6 | 8
Cc1cc(S(=O)(=O)N(Cc2ccc(C(C)C)cc2)CC2CCCO2)ccc1-n1cnnn1 (configuration not stated) | -1 | -4
Cc1ccc(O)c(NC(=O)c2cccc(NC(=O)c3ccco3)c2)c1 | 4 | -8
Cc1ccc2nc(NC(=O)C3CCN(S(=O)(=O)c4cccnc4)CC3)sc2c1 | 5 | 6
CC(=O)Nc1ccc(S(=O)(=O)CCC#N)cc1 | 1 | 1
COc1ccc(CNCCCO)cc1OC | 3 | -4
COCCOc1cc(Nc2nnc(C(F)(F)F)s2)c(Cl)cc1Cl | -4 | -5
O=C(COC(=O)c1n[nH]c2ccccc12)NC(=O)NCc1ccco1 | 6 | 4
COc1ccccc1C(=O)Nc1nc(-c2ccc(S(=O)(=O)N3CCOCC3)cc2)cs1 | -12 | 24

# More compounds.
mol | FXIIa single | FXIa inh
CCCc1nc2ccccc2[nH]1 | 3 | -10
O=C(CSc1ncn[nH]1)N1N=C2/C(=C/c3ccco3)CCCC2C1c1ccco1 (configuration not stated) | -2 | 0
CCN(CC)S(=O)(=O)c1cccc(C(=O)OCc2cc(=O)n3nc(C)sc3n2)c1 | -17 | 0
CNC(=O)n1ccc(C(=O)N2CCCCC2)n1 | 10 | 8

# Among those listed so far, these contain a furan ring, fused or not.
mol | FXIIa single | FXIa inh
Cc1ccc2c(CC(=O)OC(C)C(=O)NCc3ccc4c(c3)OCO4)coc2c1 (configuration not stated) | 0 | -2
COC(=O)c1ccccc1NC(=O)NCc1ccco1 | 0 | -6
CC(C)C(=O)Nc1ccc(NC(=O)c2cc3ccccc3o2)cc1 | 6 | 0
O=C(CSc1ccc2nnc(-c3ccc(F)cc3)n2n1)NCc1ccco1 | 8 | 22
O=C1CC(c2ccco2)CC(O)=C1C=Nc1ccc(Br)cc1 (configuration not stated) | 6 | -9
CCn1c(C(=O)N2CCc3ccccc3C2)cc2oc3ccccc3c21 | 8 | -4
CCC(=O)N1CCc2cc(S(=O)(=O)N3CCN(C(=O)c4ccco4)CC3)ccc21 | 3 | 0
Cc1ccc(-n2ncc(C(=O)NCc3ccc4c(c3)OCO4)c2NC(=O)c2ccco2)cc1C | -12 | 1
O=C(NCc1ccco1)c1ccccc1-c1ccccc1 | 16 | -1
Cc1cccc(C)c1OCC(=O)Nc1cccc(NC(=O)c2ccco2)c1 | -16 | 32
Cc1ccc(O)c(NC(=O)c2cccc(NC(=O)c3ccco3)c2)c1 | 4 | -8
O=C(COC(=O)c1n[nH]c2ccccc12)NC(=O)NCc1ccco1 | 6 | 4
O=C(CSc1ncn[nH]1)N1N=C2/C(=C/c3ccco3)CCCC2C1c1ccco1 (configuration not stated) | -2 | 0

# Assay outcomes: PubChem BioAssay, PCMD
